Vif-APOBEC3G blk – Vif-A3G binding inhibition | Q9HC16 | HeLa A3G-eYFP + Vif (tagged APOBEC3G with the HIV-1 protein that degrades it), YFP fluorescence, overnight | Potency, µM (doses to about 46.1 µM), for inactives: top-dose activity, negative = active, most hits filed as inhibitors | 410,000 compounds, 0.076% hits | AID 602310;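 note: % is set by controls: 0 for no effect and ±100 for the full control effect; nearly all actives have a fitted effect of over 60% in size; hits raise eYFP signal because A3G escapes Vif-driven loss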
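HeLa cells stably expressing Vif and C-terminally eYFP-tagged A3G, seeded overnight at 37 deg C, then exposed to compound by pintool overnight at 37 deg C. Rise in yellow fluorescence (Ex 488/Em 500-530, Acumen) marks blocked Vif-driven A3G degradation.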
USP1-UAF1 inh – USP1/UAF1 (human) deubiquitinase inhibition | O94782 | recombinant USP1/UAF1, Ub-Rhodamine cleavage fluorescence | Potency, µM (titrated, usually from 57.1 µM), for inactives: at the highest dose activity change, negative = inhibition, usual class: inhibitors | 390,000 compounds, 0.23% hits | AID 743255; note: % is set by controls: 0 for no effect and ±100 for the full control effect; nearly all actives have a fitted effect of over 60% in size; inactives centre near -12
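Step one: compound is pinned into 1nM USP1/UAF1 in HEPES pH 7.8 buffer with TCEP. Step two: 15 min room-temperature incubation. Step three: Ub-Rho (150nM final) starts cleavage, tracked by fluorescence over six one-minute reads.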
ALOX12 inh – blocks human arachidonate 12S-lipoxygenase. P18054. purified 12hLO, xylenol orange hydroperoxide absorbance. Potency, µM (series often up to 108 µM), for the others: top-dose activity change, negative = inhibition, actives largely listed as inhibitors. 580,000 compounds, 1.1% hits; note: % is set by controls: 0 for no effect and ±100 for the full control effect
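Hydroperoxide product was detected by ferrous iron/xylenol orange as the 573 to 405 nm absorbance ratio. Arachidonic acid at 40 uM (final) was turned over for 30 min at room temperature by 150 nM human 12hLO, pH 7.0 Hepes buffer, after 15 min compound preincubation.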
TrxR1 substrate – rat thioredoxin reductase 1 substrate activity; O89049; purified TrxR1 substrate turnover, NADPH consumption readout; Potency, µM (series often up to 114 µM), for the others: at the highest dose activity change, negative = substrate turnover; 390,000 compounds, 0.01% hits; AID 588456; note: % is set by controls: 0 for no effect and ±100 for the full control effect; nearly all actives have a fitted effect of over 50% in size
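Rat TrxR1, dispensed at 90 nM, was prereduced with 400 uM NADPH (final) for 5 min at ~22 deg C, then incubated with compound 15 min before 400 uM selenite. A first-read NADPH fluorescence drop versus no-compound background flagged substrates.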
rTrxR1 inhibitor – rat TrxR1 inhibition | Potency, µM (top dose mostly 114 µM), inactives show at the top dose activity change, negative = inhibition, most hits filed as inhibitors | 390,000 compounds, 1% hits | recombinant rTrxR1, NADPH fluorescence consumption, selenite substrate | AID 588453; note: % is set by controls: 0 for no effect and ±100 for the full control effect; nearly all actives have a fitted effect of over 65% in size
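Rat TrxR1 (90 nM in the dispensed reagent) was pre-reduced with 400 uM NADPH for 5 min at room temperature, then incubated with compound for 15 min. After 400 uM selenite was added, NADPH fluorescence (Ex 340/Em 450 nm) was followed for 8 min.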
RXFP1 agonist – activates the human relaxin receptor RXFP1 | Potency, µM (highest dose often 57.5 µM), inactives show at the top dose activation, hits mostly activators | Q9HBX9 | 370,000 compounds, 0.3% hits | HEK293T-RXFP1 cAMP TR-FRET, 30 min; response scale: percent of porcine relaxin response, buffer zero; note: % is set by controls: 0 for no effect and ±100 for the full control effect; nearly all actives have a fitted effect of over 60% in size; many of its hits are not listed in these tables
Target sequence (Q9HBX9 whole entry, looked up): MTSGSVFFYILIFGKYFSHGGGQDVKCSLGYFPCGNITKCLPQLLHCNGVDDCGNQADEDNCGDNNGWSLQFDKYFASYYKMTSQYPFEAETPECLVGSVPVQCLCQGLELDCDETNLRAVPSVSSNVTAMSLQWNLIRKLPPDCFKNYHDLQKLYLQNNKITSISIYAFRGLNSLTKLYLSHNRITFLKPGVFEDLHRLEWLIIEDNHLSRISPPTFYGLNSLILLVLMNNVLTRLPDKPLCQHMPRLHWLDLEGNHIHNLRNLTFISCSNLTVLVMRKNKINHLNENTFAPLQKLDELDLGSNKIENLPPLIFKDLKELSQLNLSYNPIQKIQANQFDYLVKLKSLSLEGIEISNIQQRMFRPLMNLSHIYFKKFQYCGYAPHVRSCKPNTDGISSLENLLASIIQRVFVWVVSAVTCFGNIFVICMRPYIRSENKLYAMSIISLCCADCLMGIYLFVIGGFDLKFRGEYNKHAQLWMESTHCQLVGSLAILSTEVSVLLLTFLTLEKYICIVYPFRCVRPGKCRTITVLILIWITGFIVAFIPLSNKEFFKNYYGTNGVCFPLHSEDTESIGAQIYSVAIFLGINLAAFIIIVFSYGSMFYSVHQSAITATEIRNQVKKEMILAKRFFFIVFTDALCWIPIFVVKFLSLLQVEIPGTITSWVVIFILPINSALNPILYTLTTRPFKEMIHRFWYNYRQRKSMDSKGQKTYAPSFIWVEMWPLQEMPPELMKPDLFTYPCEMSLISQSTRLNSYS
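cAMP rise read by TR-FRET after 30 min, 37C compound exposure (up to 58 uM) in RXFP1-transfected HEK293 cells with Ro 20174 present. EC50 from Hill-equation fits, with 29 nM porcine relaxin as 100% and buffer as basal.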
RGS4 inh – human RGS4 inhibition. Potency, µM (series often up to 114 µM), without a hit: at the top dose activity change, negative = inhibition, most hits filed as inhibitors. Transcreener GDP fluorescence polarization, RGS4-accelerated GTP hydrolysis. 390,000 compounds, 0.039% hits. AID 504845; note: % is set by controls: 0 for no effect and ±100 for the full control effect; nearly all actives have a fitted effect of over 75% in size; some results filed as inactive show a strong effect at the top dose
Target sequence (P49798 whole entry, looked up): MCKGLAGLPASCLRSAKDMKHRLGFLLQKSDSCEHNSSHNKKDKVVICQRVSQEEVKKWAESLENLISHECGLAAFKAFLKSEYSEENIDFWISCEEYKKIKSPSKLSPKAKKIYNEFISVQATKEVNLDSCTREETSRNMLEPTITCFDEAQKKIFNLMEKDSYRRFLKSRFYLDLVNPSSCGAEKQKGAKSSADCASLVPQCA
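MLSMR compounds (23 nl, pin-transferred) preincubated 10 min at room temperature with a 500nM (2x) first reagent, then RGS4 at 900nM (2x) plus Transcreener GDP mix added; fluorescence polarization (620/688 nm) read before and after 90 min at 30 °C.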
Vif-A3F inh – blocks the Vif interaction with APOBEC3F; HeLa A3F-eYFP + Vif (tagged APOBEC3F with the HIV-1 protein that degrades it), YFP fluorescence increase; Potency, µM (titrated, usually from 46.1 µM), inactives show at the highest dose activity, negative = active; 390,000 compounds, 0.2% hits; AID 602313; note: % of control where 0% means no effect; nearly all actives have a fitted effect of over 65% in size
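HeLa cells stably expressing A3F-eYFP plus Vif, plated and incubated overnight at 37 deg C, then exposed to compounds overnight at 37 deg C. Blocked degradation read as raised yellow fluorescence (Ex 488/Em 500-530).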
IDH1 R132H inh – human IDH1 R132H inhibition | Potency, µM (highest dose often 76.6 µM), inactives show at the highest dose activity change, negative = inhibition, actives largely listed as inhibitors | IDH1-R132H enzyme, NADPH consumption, diaphorase/resazurin fluorescence | 390,000 compounds, 0.093% hits; note: % is set by controls: 0 for no effect and ±100 for the full control effect; nearly all actives have a fitted effect of over 65% in size
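IDH1-R132H (0.5 ug/mL dispensed) in pH 7.5 Tris buffer was preincubated 30 min with compound, then given a substrate mix of 0.016 mM NADPH and 2 mM alpha-KG for 80 min at room temperature; remaining NADPH was read by diaphorase/resazurin fluorescence.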
Numbers without * were called inactive; ? = inconclusive; / = no result given; & = joins results of further samples; ! = repeats disagree; [ ] = dose if it differs, or a comment. Calls come from the whole dose curve; as a rule, active = well fitted curve in the direction sought with a large enough effect; inconclusive = small, poorly fitted or top-dose-only effect, or another doubt; inactive = no such curve, though single readings can be large; an effect the other way counts as inactive or inconclusive. Potency is the fitted concentration of half-maximal effect. An excerpt (hit frequency here may not be typical).

SMILES,Vif-APOBEC3G blk,USP1-UAF1 inh,ALOX12 inh,TrxR1 substrate,rTrxR1 inhibitor,RXFP1 agonist,RGS4 inh,Vif-A3F inh,IDH1 R132H inh
CCOc1ccc(CN(C)C(=O)c2ccc(NC(=O)CC3SC(N4CCCC4)=NC3=O)cc2)cc1 (stereo not given),1%,-7%,-5%,-8%,-5%,-1.9%,7%,-8%,-7%
CC(C)(C)c1ccc(NC(=O)N2CCCN(c3ccc([N+](=O)[O-])cn3)CC2)cc1,6%,-8%,400%[activator],-6%[57.1 µM],-6%,0.8%,-2%,-2%,-2%
CSc1ncc2c(=O)[nH]c(-c3ccccc3)nc2n1,-11%,-10%,19%,-5%,12%,2.4%,-7%[56.9 µM],7%,12%
CCOc1ccc(OCC)c(NC(=O)CN(C)S(=O)(=O)c2cccc3nsnc23)c1,2%,-15%,-3%,-5%,-5%,-0.5%,?,/,8%
Cc1ccc(N(C(=O)c2snc(C(N)=O)c2N)C(C(=O)NCC2CCCO2)c2c[nH]c3ccccc23)cc1 (stereo not given),-7%,?,-20%,9%,6%,1.6%,-23%,0%,-2%
Cc1ccc(C)c(N(C(=O)Cn2nnc3ccccc32)C(C(=O)NC(C)(C)C)c2ccsc2)c1 (stereo not given),0%,-4%,-18%,10%,20%,-2.6%,7%,-3%,-2%
O=C(Nc1nc2c(Cl)ccc(Cl)c2s1)c1ccco1,0%,-6%,2%,4%[57.1 µM],-5%[57.1 µM],-0.5%,19%,-2%,-4%
CC(C)N(C(=O)CSc1n[nH]c(=O)n1CCc1ccccc1)C(C)C,1%,-8%,-3%,-2%,12%,0.5%,-11%,-1%,6%
CCOc1ccc(S(=O)(=O)NCCC(=O)NCc2ccc(OC)c(OC)c2)cc1,-3%,-21%,5%,5%,19%,0.6%,-14%,-10%,-11%
COC(=O)c1ccsc1NC(=O)CSc1nnnn1-c1ccccc1SC,-1%,-4%,-3%,7%,37%[activator],2.8%,20%,9%,4%
CC(Sc1ccc(Cl)cc1)C(=O)Nc1ccc(S(=O)(=O)N2CCOCC2)cc1 (stereo not given),-8%,-14%,0%,0%,6%,1.7%,-16%,6%,-1%
COc1cc(NC(=O)c2onc(C)c2Cl)c(OC)cc1Cl,-1%,?,25%,13%,18%,0.8%,6%,-5%,14%
CCOC(=O)/C(C#N)=C/Nc1cc(OC)ccc1OC,-9%,-18%,-1%,1%[11.4 µM],-4%[11.4 µM],3.5%,-15%,-1%,2%
O=C(Cc1ccc(Cl)cc1)NCCc1c[nH]c2ccccc12,1%,-17%,?,4%,14%,/,-5%,0%,2%
CCCNC(=O)c1noc2c1CCc1ccccc1-2,-1%,-21%,0%,2%,?,0.3%,6%,2%,14%
CCCCn1c(N)c(N(CCOC)C(=O)c2cc(-c3ccco3)nc3ccccc23)c(=O)[nH]c1=O,0%,-2%,/,6%,50µM*,-0.1%,-12%,-4%,-1%
COc1ccccc1OCC(=O)N1CCN(S(=O)(=O)c2ccc(Cl)cc2)CC1,0%,-5%,-26%,5%,12%,0.0%,17%,6%,0%
CCn1c(=O)c2cc(C(=O)NCCc3cccc(C)c3)sc2c2ccccc21,5%,-7%,-6%,11%,22%,5.4%,-2%,-9%,1%
COc1cccc(NS(=O)(=O)c2c(C)n(C)c(=O)n(C)c2=O)c1,3%,-9%,5%,11%[57.1 µM],6%[57.1 µM],-0.3%,-15%,4%,12%
O=C(c1cc(S(=O)(=O)N2CCOCC2)ccc1F)N1CCCc2ccccc21,0%,-12%,7%,-3%,-1%,1.0%,-13%,-7%,4%

3 of the compounds above, as labelled records.
CC(C)(C)c1ccc(NC(=O)N2CCCN(c3ccc([N+](=O)[O-])cn3)CC2)cc1
  Vif-APOBEC3G blk: 6%
  USP1-UAF1 inh: -8%
  ALOX12 inh: 400%[activator]
  TrxR1 substrate: -6%[57.1 µM]
  rTrxR1 inhibitor: -6%
  RXFP1 agonist: 0.8%
  RGS4 inh: -2%
  Vif-A3F inh: -2%
  IDH1 R132H inh: -2%

CC(C)N(C(=O)CSc1n[nH]c(=O)n1CCc1ccccc1)C(C)C
  Vif-APOBEC3G blk: 1%
  USP1-UAF1 inh: -8%
  ALOX12 inh: -3%
  TrxR1 substrate: -2%
  rTrxR1 inhibitor: 12%
  RXFP1 agonist: 0.5%
  RGS4 inh: -11%
  Vif-A3F inh: -1%
  IDH1 R132H inh: 6%

COc1cc(NC(=O)c2onc(C)c2Cl)c(OC)cc1Cl
  Vif-APOBEC3G blk: -1%
  USP1-UAF1 inh: ?
  ALOX12 inh: 25%
  TrxR1 substrate: 13%
  rTrxR1 inhibitor: 18%
  RXFP1 agonist: 0.8%
  RGS4 inh: 6%
  Vif-A3F inh: -5%
  IDH1 R132H inh: 14%

Next section
SMILES,Vif-APOBEC3G blk,USP1-UAF1 inh,ALOX12 inh,TrxR1 substrate,rTrxR1 inhibitor,RXFP1 agonist,RGS4 inh,Vif-A3F inh,IDH1 R132H inh
O=C(NCCC1=CCCCC1)c1ccc(Cl)c([N+](=O)[O-])c1,3%,-18%,-3%,3%[57.1 µM],5%[57.1 µM],4.6%,-6%,?,4%
COc1ccc(C)cc1S(=O)(=O)N1CCc2ccccc2C1,2%,-18%,3%,0%,9%,-0.5%,-23%,-2%,2%
N#Cc1ccc(C(CC(=O)O)N2Cc3ccccc3C2=O)cc1 (stereo not given),0%,-6%,0%,1%,15%,8.1%,7%,-14%,14%
O=C(CNC(=O)c1ccc(Br)o1)NNC(=O)COc1ccccc1Cl,-10%,-18%,8%,-8%,-19%,0.3%,4%,-4%,-6%
CCCCn1c(NC(=S)Nc2ccccc2)nc2ccccc21,-17%,-10%,18µM*,-2%[57.1 µM],-29%[57.1 µM],?,-16%,-5%,2%
O=C(c1cccc(Cl)c1)N1c2ncnn2C2(CCCCC2)[C@@H]2CCCC[C@@H]21,0%,-11%,-29%,-2%,15%,-2.6%,4%,3%,4%
NC(=O)c1ccsc1NC(=O)CN1C(=O)NC2(CCCC2)C1=O,-9%,-17%,4%,-7%,-12%,/,-39%,9%,9%
O=C(Nc1ccc(O)c2c(=O)cc(-c3ccccc3Cl)oc12)c1ccc(Cl)c(Cl)c1,2%&0%,-1%,?,-1%,-5%,-0.3%,0%&-8%,-1%,-4%
CCOc1cnc(C(=O)NNC(=O)C(Br)C(C)C)o1 (stereo not given),1%,-22%,2%,1%,22%,3.5%,-6%,-2%,-1%
NNCCc1ccccc1,-2%,-18%,5.4µM*!,3%[57.1 µM],-6%[57.1 µM],2.1%,?,-2%,-14%
Cc1ccc(NC(=O)CN2CCCCC2)c2c1CC(C)(C)O2,-1%,-3%,-2%,-7%,-3%,1.2%,4%,-1%,-2%
CCOc1ccc(NC(=O)c2cnc(Nc3ccccc3OC)c3ccccc23)cc1,-4%,-13%,-16%,104%[activator],31%,3.9%,-1%,-10%,-12%
COc1ccc2[nH]c3c(N4CCC(O)(c5cccc(C(F)(F)F)c5)CC4)ncnc3c2c1,-12%,-8%,-25%[57.4 µM],37%[activator],-6%,4.0%,24%,-2%,-3%
CCOc1ccc2[nH]c(C)c(CN3CCOCC3)c(=O)c2c1,-1%,3%,9%,33%,14%,3.7%,17%,0%,1%
COc1ccc(-c2cc(-c3ccccc3)c(C#N)c(SCC(O)CS(=O)(=O)Cc3ccccc3)n2)cc1 (stereo not given),1%,?,-16%,36%[activator],31%[activator],15%,-24%,0%,8%
COc1cc(OC)c(NC(=S)Nc2cccc(C(C)=O)c2)cc1Cl,3%,-9%,-27%,-9%,-1%,1.0%,-17%,-1%,6%
Cc1cc(C(=O)Nc2ccccc2C(F)(F)F)no1,0%,6%,0%,6%,8%,-2.5%,-2%,-1%,4%
CCc1ccccc1NC(=O)CN(C)C(=O)COC(=O)c1ccco1,-4%,-11%,280%[activator],0%,9%,/,-19%,7%,2%
COCCCNC(=O)c1ccc2c(=O)n(Cc3ccccc3OC)c(=S)[nH]c2c1,-3%,-17%,0%,3%,-1%,-1.5%,-7%,11%,0%
Cc1ncc(CO)c(CNc2ccc(-c3nc4ccccc4[nH]3)cc2)c1O,2%,-14%,24%,7%,6%,-5.1%,10%,-2%,-13%
O=C(/C=C/c1ccccc1)NCCSCc1ccccc1,0%,-22%,-18%,-5%,4%,-1.1%,?,1%,1%
COc1cc(OC)nc(NC(=O)COC(=O)C2CCCCC2)n1,2%,-18%,0%,11%[57.1 µM],16%[57.1 µM],0.6%,-2%,4%,-9%

From PubChem BioAssay
